Assay outcomes deposited in PubChem by several laboratories.
Jurkat tox 60K – cytotoxicity toward Jurkat cells; AID 463; inhibition, % at 4 µM; Jurkat E6.1 viability, ATP luminescence, 48 h; 1.2% of 56,000 active;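 active = inhibition above the mean inhibition of all tested compounds plus 3 SD, cut at about 28% in these data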
Ecoli tolC – E. coli tolC mutant growth inhibition; E. coli BW25113 tolC mutant growth, OD615; growth inhibition, % at 10 µM (by protocol); 2.2% of 65,000 active;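 active = growth inhibition at or above a cutoff equal to the mean over every tested compound plus 3 SD, cut at about 60% in these data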;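 also: growth measured after 20 h incubation at 37 °C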
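Doses: one dose of 10 µM final / Material: E. coli BW25113 ΔtolC::kan, tolC deletion mutant strain / Buffer or medium: LB with kanamycin 50 µg/mL / Evaluation: percent growth inhibition / Detection: optical density read at 615 nm / Incubation: 37 °C, 20 h exposure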
SF1 activator – SF-1 (human) activation. activation, % at 10 µM. 1.9% of 65,000 active. CHO-K1 Gal4-SF-1 LBD luciferase reporter; % increase over DMSO SF-1-specific signal;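 active = activation above the mean activation of all tested compounds plus 3 SD, cut at about 50% in these data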
Target sequence (Q13285 whole entry, looked up, the tested form may be a part): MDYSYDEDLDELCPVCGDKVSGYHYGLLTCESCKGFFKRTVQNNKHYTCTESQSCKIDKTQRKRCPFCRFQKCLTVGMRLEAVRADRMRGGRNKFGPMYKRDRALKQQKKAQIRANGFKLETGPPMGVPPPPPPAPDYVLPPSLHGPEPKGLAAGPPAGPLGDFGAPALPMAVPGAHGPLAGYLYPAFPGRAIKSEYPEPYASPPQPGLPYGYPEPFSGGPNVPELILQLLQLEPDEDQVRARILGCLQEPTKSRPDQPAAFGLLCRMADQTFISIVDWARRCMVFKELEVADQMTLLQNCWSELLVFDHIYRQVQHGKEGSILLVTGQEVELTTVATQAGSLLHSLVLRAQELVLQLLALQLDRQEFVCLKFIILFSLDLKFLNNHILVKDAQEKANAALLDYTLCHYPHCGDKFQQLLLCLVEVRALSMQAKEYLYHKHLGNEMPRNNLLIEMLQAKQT
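Material: CHO-K1 cells with Gal4–hSF-1 LBD chimera plus Gal4-driven luciferase / Input: 4,000 CHO-K1 cells per well / Incubation: compound exposure 20 h at 37 °C / Signal: luminescence read 15 min after SteadyLite luciferase reagent, after room-temperature equilibration / Read-out: percent activation versus DMSO / Benchmarks: DMSO negative control and −SF1 background wells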
M1 antagonist – antagonists of rat M1 muscarinic receptor; CHO-M1 cells, Fluo-4 calcium, ACh EC80 antagonist mode; stronger effect = lower value; P08482; B-score at 10 µM; 3.4% of 64,000 active;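 active = calcium fluorescence response, raw or row-and-column corrected B-score, differing from the plate sample mean either way at a set confidence level, mostly lower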
Target sequence (P08482 whole entry, looked up): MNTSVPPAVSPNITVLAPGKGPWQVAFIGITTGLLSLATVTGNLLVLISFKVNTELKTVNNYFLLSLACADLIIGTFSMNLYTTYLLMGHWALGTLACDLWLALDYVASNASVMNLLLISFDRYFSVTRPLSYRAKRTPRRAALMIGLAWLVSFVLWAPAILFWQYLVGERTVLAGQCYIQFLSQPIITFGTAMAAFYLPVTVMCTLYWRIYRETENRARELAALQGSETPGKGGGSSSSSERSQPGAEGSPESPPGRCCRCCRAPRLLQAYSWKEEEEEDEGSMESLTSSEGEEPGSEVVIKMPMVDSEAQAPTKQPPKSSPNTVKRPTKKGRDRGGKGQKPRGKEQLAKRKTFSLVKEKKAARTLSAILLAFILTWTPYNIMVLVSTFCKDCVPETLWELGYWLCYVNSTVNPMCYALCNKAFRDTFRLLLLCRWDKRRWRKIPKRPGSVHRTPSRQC
D1 mod – D1 dopamine receptor (human) allosteric modulation. P21728. HEK293 D1, CRE-luciferase, dopamine EC30 potentiation; actives deviate in either direction. B-score at 10 µM. 5.9% of 58,000 active. AID 641;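 active = luminescence count or its row- and column-corrected plate score outside the 99.7% band of the plate's sample wells, on either side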
TNAP act DEA – human TNAP activation, intermediate phosphate acceptor. activation factor at 20 µM. P05186. 64,000 tested, under 10 active. purified TNAP, CDP-star luminescence, 100 mM DEA, 30 min; stronger effect = higher value; scale: 0 levamisole-inhibited, 1 vehicle-only enzyme;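 active = activation factor of at least 2 at 20 µM, relative to controls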
M1 ag – M1 muscarinic receptor agonism | 3% of 64,000 active | B-score at 10 µM | CHO-M1 cells, Fluo-4 calcium fluorescence, agonist mode; stronger effect = higher value;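 active = fluorescence rise, raw or as B-score row- and column-corrected plate score, outside the 99.7% band of its plate's samples, either direction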
NADH enzymes – inhibitors of enzymes used to reach an NAD/NADH endpoint; coupled PK/LDH NADH assays, four targets; 0.02% of 65,000 active; IC50, µM (doses to about 10 µM), without a hit: at the highest dose inhibition;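 active = single-dose screening hits from any of four coupled enzyme assays that gave an IC50 when retested across doses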;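 also: the DPM-DC format reads NADH fluorescence rather than 340 nm absorbance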
HEK293 NFkB inh – inhibitors of the PMA/ionomycin-induced NF-kB reporter in HEK293 cells; HEK-293 NF-kB luciferase reporter, luminescence; inhibition, % at 3 µM; 0.21% of 62,000 active; AID 465;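 active = inhibition above the mean of all tested compounds plus 3 SD, cut at about 40% in these data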;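 also: 0% = stimulated DMSO wells and 100% = 10 µM reference inhibitor 5653914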
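Material: HEK-293 cells with stable firefly luciferase reporter driven by four HIV NF-kB elements / Also added: PMA plus ionomycin mix as NF-kB-activating stimulus / Compound dosing: 3 µM once, 0.30% DMSO / Times: 1 h pretreatment, 16 h stimulation, 37 °C / Signal: luminescence / Evaluation: per-plate % inhibition versus controls / Benchmarks: DMSO and 10 µM reference inhibitor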
Active calls of the source: *; . = not tested or not shown; [ ] = another dose, or the depositor's remark. Not a hit list (roughly 15% active in at least one column).

The first two entries, to show the layout:
SMILES | Jurkat tox 60K | Ecoli tolC | SF1 activator | M1 antagonist | D1 mod | TNAP act DEA | M1 ag | NADH enzymes | HEK293 NFkB inh
O=C(COc1ccc(Cl)cc1)NCc1nnc(SCC(=O)NC2CCCCC2)o1 | 6 | -16 | 4 | -0.079 | 0.99 | 1 | -1.5 | 3% | 8
CC1CN(CC(O)COc2ccc(C(=O)c3ccccc3)cc2)CC(C)O1 (configuration not stated) | 2 | 0 | 14 | -0.13 | -0.51 | 1 | -0.73 | 7% | 8

The whole of this part, previewed entries included:
SMILES | Jurkat tox 60K | Ecoli tolC | SF1 activator | M1 antagonist | D1 mod | TNAP act DEA | M1 ag | NADH enzymes | HEK293 NFkB inh
O=C(COc1ccc(Cl)cc1)NCc1nnc(SCC(=O)NC2CCCCC2)o1 | 6 | -16 | 4 | -0.079 | 0.99 | 1 | -1.5 | 3% | 8
CC1CN(CC(O)COc2ccc(C(=O)c3ccccc3)cc2)CC(C)O1 (configuration not stated) | 2 | 0 | 14 | -0.13 | -0.51 | 1 | -0.73 | 7% | 8
O=C(CN(c1ccc2c(c1)OCCO2)S(=O)(=O)c1ccccc1)NCC1CCCO1 (configuration not stated) | -1 | 2 | -4 | 0.41 | 0.048 | 1 | -1.9 | 2% | 6
CCOc1cc([C@H]2[C@@H]3CCCC[C@]3(O)CCN2CC(=O)NCc2ccco2)ccc1O | -4 | 1 | -17 | 1.9 | . | 1 | 0.042 | 3% | 9
Cc1ccc(C(=O)N2c3ccc(F)cc3CCC2C)o1 (configuration not stated) | -2 | 16 | 14 | 0.22 | 0.055 | 0.9 | 0.66 | 2% | 2
O=C(O)CSCNC(=O)CC12CC3CC(CC(C3)C1)C2 | -4 | -15 | -6 | 0.032 | -0.051 | 0.9 | -0.26 | 6% | 19
CCOC(=O)Cn1c(=O)oc2cc(S(=O)(=O)N3CCCC(C(=O)OCC)C3)ccc21 (configuration not stated) | 0 | 5 | 9 | -0.14 | -0.33 | 1.1 | -0.67 | 5% | 10
Nc1ccc2c(C(F)(F)F)cc(=O)oc2c1 | -3 | -8 | -9 | 0.2 | -0.00044 | 0.9 | 26* | 14%[fluoresces] | 12
CCc1nnc(NC(=O)CSc2nnc(-c3ccc(O)cc3)n2-c2ccccc2)s1 | 5 | 13 | 3 | 0.49 | . | 1 | 0.71 | 5% | 9
COc1ccc(C2=NO[C@@H]3C(=O)N(c4ccc5c(c4)OCCO5)C(=O)[C@H]23)cc1OC | -5 | -10 | -20 | 0.07 | -0.77 | 1 | -0.17 | 4% | 4
CCCCn1c(N)c(N(CCC(C)C)C(=O)CSc2nnc3ccccn23)c(=O)[nH]c1=O | 2 | -11 | -1 | 0.8 | -1.1 | 0.9 | -0.085 | 6% | 10
O=C(c1ccc2c(c1)OCO2)N1CCN=C1SCc1cccnc1 | 6 | -8 | 12 | -0.31 | 0.41 | 0.9 | -0.14 | 4% | -4
CCCN(CCC)C(C(=O)Nc1cccc(OC)c1)c1ccccc1 (configuration not stated) | . | 28 | -8 | -0.3 | . | 0.9 | 1.2 | 6% | 8
CC1CC(C)CN(S(=O)(=O)c2ccc(C(=O)Nc3nnc(-c4cccs4)o3)cc2)C1 (configuration not stated) | 44* | 99* | -43 | -0.67 | 0.33 | 0.9 | 0.28 | 4%[fluoresces] | 22
CC(NS(=O)(=O)c1ccc(Br)cc1)C(N)=O (configuration not stated) | -5 | -6 | -1 | 0 | . | 0.9 | 0.44 | 1% | 1
CCOc1cccc(=O)c2c(C)n(Cc3ccco3)c(C)c12 | 1 | 30 | -14 | 0.83 | 1.2 | 0.9 | -2.1 | 5% | 8
COc1ccc(-c2ccc(SCC(=O)NCc3ccco3)nn2)cc1 | 0 | -10 | 36 | -13* | 0.52 | 1 | 0.039 | 3% | 4
COC(=O)c1ccccc1NC(=O)NCc1cccnc1 | -1 | -8 | 15 | -0.041 | . | 0.9 | -0.82 | 6% | 4
CCOC(=O)N1CCN(C(=O)COc2ccc(S(=O)(=O)Nc3ccc(OCC)cc3)cc2)CC1 | 12 | 68* | -17 | -1.1 | -0.048 | 1 | 0.28 | 4% | 3
CC1CCN(C(c2cc3cc4c(cc3[nH]c2=O)OCO4)c2nnnn2CC2CCCO2)CC1 (configuration not stated) | -10 | -2 | 17 | 0.4 | -0.17 | 0.9 | -0.7 | 12%[fluoresces] | 5
CCc1ccc(Cn2nnc(C(=O)NCc3ccccc3OC)c2N)cc1 | -1 | 4 | -2 | 0.14 | -0.075 | 0.8 | 2.2* | 4% | 3
Cc1cccc(OCc2nnc(SCC(=O)N3CCc4ccccc43)n2C)c1 | 6 | 14 | -6 | 0.042 | -0.99 | 0.9 | 0.0035 | 10% | 5
O=C(CC(Sc1ccccc1)c1cccs1)c1ccco1 (configuration not stated) | 3 | 26 | -7 | 0.34 | -0.22 | 0.9 | -1.1 | 8% | 19
CCC(=O)N(Cc1ccc2c(c1)OCO2)Cc1cc2cc(OC)ccc2[nH]c1=O | 11 | . | 2 | -0.23 | 0.51 | 0.9 | 0.036 | 15% | 14
CCOC(=O)c1sc(NC(=O)c2c(C)nn(Cc3ccccc3)c2C)cc1C | 1 | 71* | 24 | -0.46 | -3.2* | 0.9 | 0.71 | 3% | -9

Ordered by the number under M1 ag (low to high): some entries from above
molecule | SF1 activator | M1 antagonist | D1 mod | TNAP act DEA | M1 ag | NADH enzymes | HEK293 NFkB inh
CCOC(=O)Cn1c(=O)oc2cc(S(=O)(=O)N3CCCC(C(=O)OCC)C3)ccc21 (configuration not stated) | 9 | -0.14 | -0.33 | 1.1 | -0.67 | 5% | 10
CCOC(=O)N1CCN(C(=O)COc2ccc(S(=O)(=O)Nc3ccc(OCC)cc3)cc2)CC1 | -17 | -1.1 | -0.048 | 1 | 0.28 | 4% | 3
CCc1ccc(Cn2nnc(C(=O)NCc3ccccc3OC)c2N)cc1 | -2 | 0.14 | -0.075 | 0.8 | 2.2* | 4% | 3

More records follow.
SMILES | Jurkat tox 60K | Ecoli tolC | SF1 activator | M1 antagonist | D1 mod | TNAP act DEA | M1 ag | NADH enzymes | HEK293 NFkB inh
CNC(=O)c1cc2cc(OC)ccc2oc1=N | -4 | 12 | 4 | 0.36 | 0.22 | 0.9 | 0.97 | 4% | 11
COc1ccc(C2CC(=O)C3=C(C2)Nc2ncnn2C3c2ccccc2C)cc1 (configuration not stated) | 4 | 4 | -5 | -0.0033 | -0.17 | 0.9 | -0.43 | 5% | 11
CCOc1ccc(Nc2c3c(nc4ncnn24)CC(C)CC3)cc1 (configuration not stated) | 3 | 13 | -1 | 2.4* | 0.29 | 1 | 1.2 | 2% | 4
CCOC(=O)CCNC(=O)c1ccccc1Br | 0 | -17 | 1 | -0.97 | -0.31 | 0.9 | 1.5 | 2% | 24
COc1c(C(=O)Nc2c(C)n(C)n(-c3ccccc3)c2=O)ccc2ccccc12 | 7 | 0 | -1 | -0.48 | 0.36 | 0.8 | 0.22 | 5% | 5
O=C(COc1ccc(Br)cc1CO)Nc1ccc(F)cc1 | -6 | -4 | -5 | -0.0074 | -0.26 | 0.9 | -0.9 | 4% | 12
Cc1cc(C)n2cc(CSc3nnnn3C)nc2n1 | -6 | -14 | 7 | 0.78 | -0.38 | 0.8 | -0.1 | 4%[fluoresces] | 3
Fc1ccc(Br)cc1C1C=C(c2cccnc2)Nc2ncnn21 (configuration not stated) | 39* | -10 | 32 | 0.43 | 1.8 | 0.9 | -1.5 | 3% | 4
CCN(CC)c1ccc2cc(C(=O)O)c(=O)oc2c1 | -3 | 5 | -12 | -0.037 | -0.0017 | 1 | 17* | 11% | -32
O=S(=O)(c1ccc(S(=O)(=O)N2CCN3CCCC3C2)cc1)N1CCCC1 (configuration not stated) | 3 | -8 | 2 | -1.7 | -0.85 | 1 | 0.8 | 4% | 7
C=CCn1c(NC(=O)c2ccc(Br)o2)c(C(=O)OCC)sc1=S | 3 | 32 | -3 | -0.28 | 0.018 | 1.1 | 0.21 | 10% | -4
CC1CCN(c2nc3ccccc3nc2C(C#N)S(=O)(=O)c2ccccc2)CC1 (configuration not stated) | . | 76* | 3 | 0.52 | . | 1 | 3.8* | 17% | 4
COc1cc2nc(NCCN3CCOCC3)n3nc(-c4ccccc4)nc3c2cc1OC | 2 | 5 | -2 | -1.7 | 1.3 | 1 | -0.56 | 11% | 4
CCOc1ccc(N2CC(C(=O)NC(C)C)CC2=O)cc1 (configuration not stated) | 5 | -28 | -5 | 0.15 | -0.022 | 0.9 | -0.65 | 6% | 18
CCCCNc1cc(NC(C)=O)cc2cc(OC)c(OC)cc12 | -5 | 13 | 18 | 0.12 | 0.52 | 0.9 | -1.2 | 6%[fluoresces] | 4
COc1ccc(CC(=O)N2CCN(c3ccccn3)CC2)cc1OC | 1 | -6 | 6 | 1.5 | 0.63 | 1 | 0.078 | 4% | 6
CCCn1nc(CC(=O)O)c2ccccc2c1=O | 0 | -30 | -4 | -0.37 | -0.016 | 0.9 | 0.028 | 2% | 20
Cc1noc(C)c1COC(=O)c1ccc2c(c1)OCCO2 | -6 | 13 | -10 | . | . | 0.9 | . | 6% | 10
Cn1nc(-c2ccc(Cl)cc2)c2cc(C(=O)N3CCOCC3)sc21 | 1 | 15 | 12 | 0.24 | 0.73 | 0.9 | 0.6 | 11% | 5
COc1ccccc1N(CC(N)=O)S(=O)(=O)c1ccc(C)cc1 | -1 | -1 | -8 | -0.13 | 0.73 | 0.9 | -0.12 | 1% | 13
COc1ccc(OC)c(S(=O)(=O)N2c3ccccc3CC2C)c1 (configuration not stated) | 17 | 25 | -8 | -1.8 | -0.7 | 0.8 | 0.46 | 1% | 4
CC(C)(C)OC(=O)N1CCC(C(N)=O)CC1 | 5 | -3 | -29 | 0.011 | . | 1 | -0.094 | 5% | 8
O=S(=O)(Nc1cccnc1)c1cccc(C(F)(F)F)c1 | -3 | 0 | -14 | 0.32 | -0.096 | 0.7 | 0.54 | 5% | 9
Cc1ccc2cc(CN(CCCO)S(=O)(=O)c3cccc4nsnc34)c(=O)[nH]c2c1C | 9 | 5 | 5 | -0.77 | -0.19 | 0.8 | -0.18 | 6% | 15
CCOC(=O)Cn1c(=O)oc2cc(S(=O)(=O)N3CCn4c3nc3ccccc34)ccc21 | . | -7 | . | -0.34 | . | 1 | 0.21 | 2% | .
CC(=O)c1ccc(OCC(O)Cn2nnc3ccccc32)cc1 (configuration not stated) | -1 | 8 | 39 | 0.21 | -1.5 | 0.9 | -0.54 | 4% | 2

Compound profiles (already shown). Screens in order: Jurkat tox 60K | Ecoli tolC | SF1 activator | M1 antagonist | D1 mod | TNAP act DEA | M1 ag | NADH enzymes | HEK293 NFkB inh
`CCOc1ccc(Nc2c3c(nc4ncnn24)CC(C)CC3)cc1` (configuration not stated) reads 3 | 13 | -1 | 2.4* | 0.29 | 1 | 1.2 | 2% | 4
`COc1ccc(OC)c(S(=O)(=O)N2c3ccccc3CC2C)c1` (configuration not stated) reads 17 | 25 | -8 | -1.8 | -0.7 | 0.8 | 0.46 | 1% | 4

Marked active in D1 mod (from the list above):
structure | SF1 activator | M1 antagonist | D1 mod | TNAP act DEA | M1 ag | NADH enzymes | HEK293 NFkB inh
CCOC(=O)c1sc(NC(=O)c2c(C)nn(Cc3ccccc3)c2C)cc1C | 24 | -0.46 | -3.2* | 0.9 | 0.71 | 3% | -9
